RSV antiviral HEp-2 = RSV antiviral activity via CPE protection, HEp-2 cells, primary 10 µM value included (AID 2391) | HEp-2 cells, RSV-induced CPE inhibition; higher % means a stronger effect | hit rate 0.13% among 310,000 | one-dose CPE inhibition, % at 10 µM; IC50 in µM for titrated hits; in the data active means a potency from the dose series; inconclusive means CPE inhibition mostly from about 23% at the one dose, without a potency; inactive means the rest, 99 in 100 with CPE inhibition below about 21%; further: strong numbers were not always called active
PMI inhibition = human PMI inhibitors, high substrate, primary screen, biochemical, fluorescence intensity, high mannose 6-phosphate (AID 1220); recombinant PMI enzyme, coupled fluorescence intensity; higher % means a stronger effect; inhibition, % at 20 µM; hits with a dose series show IC50 in µM; hit rate 0.66% among 190,000
Myeloid diff MLP = induction of myeloid progenitor differentiation, primary screen, cell-based, flow cytometry, MLPCN library; ER-HoxA9 myeloid progenitors, lysozyme-GFP differentiation; calls only at 10 µM; hit rate 1% among 360,000;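 active means normalized GFP-positive differentiation at or above the plate's own cutoff, the solvent-only control mean plus 3 SD; inconclusive means no clear call, values can overlap the other calls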;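 further: cells exposed to compound for four days before flow analysis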
XIAP displacement = XIAP antagonists, biochemical, IAP family, fluorescence polarization (AID 1018); hit rate 0.007% among 200,000; XIAP BIR domain, fluorescence polarization peptide displacement; higher % means a stronger effect; one-dose displacement, % at 20 µM; IC50 in µM for titrated hits; E3 ubiquitin-protein ligase XIAP (Homo sapiens); in the data active means displacement above about 50%; further: a part of the inactive calls stands beside numbers as strong as those of hits
WT yeast gro inh = growth inhibition of WT strain, primary screen, mitochondrial fusion inhibitor project, WT and mutant strains, chemical genetic. mitochondrial fusion phenotypic screen. inhibition, % at 10 µM. hit rate 2.1% among 190,000. AID 1362, 2008; in the data active means inhibition above about 58%; tested in S. cerevisiae
PhoP inhibition = inhibitors of PhoP regulon expression, primary screen, Salmonella Typhimurium, GFP reporter (AID 1863); hit rate 0.16% among 300,000; inhibition, % at 50 µM, or IC50 in µM where a hit was titrated; S. Typhimurium PhoP-regulated promoter GFP reporter, 4 h; higher % means a stronger effect;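 active means inhibition over 29.93%, a cutoff 3 SD above the screen mean, later confirmed by dose response; inconclusive means inhibition over 29.93% but no dose response follow-up; inactive means inhibition at most 29.93% or unconfirmed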;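 further: 0% = low Mg2+ inducing control and 100% = high Mg2+ repressing control; strong numbers were not always called active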
TNAP activation fold = human TNAP enzyme activators, primary screen, biochemical, luminescent, no phosphate acceptor, uHTS (AID 1001); purified TNAP, luminescent activation assay, no phosphate acceptor; higher activation fold means a stronger effect; Alkaline phosphatase, tissue-nonspecific isozyme (Homo sapiens); hit rate 0.03% among 200,000; activation fold at 20 µM; hits with a dose series show EC50 in µM; in the data active means activation fold from about 3, or a potency from the dose series; inactive means the rest, 99 in 100 with activation fold below about 1.6; further: many of its hits are not listed in these tables
SIAH1 antagonists = Siah-1 peptide-binding antagonists, primary screen, biochemical, fluorescence polarization, rhodamine-plectin, uHTS (AID 1817); hit rate 0.02% among 290,000; displacement, % at 20 µM; hits with a dose series show IC50 in µM; E3 ubiquitin-protein ligase SIAH1 (Homo sapiens); Siah-1 / rhodamine-plectin peptide fluorescence polarization; higher % means a stronger effect;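 active means displacement of at least 50% at 20 µM, with a fluorescence ratio check between 0.3 and a set limit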;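 further: plate controls were Siah plus tracer with DMSO for no effect and tracer alone without Siah for full effect; strong numbers were not always called active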
human PMI inhibition = inhibitors of human PMI, primary screen, biochemical, fluorescence intensity, coupled assay (AID 1209) | purified PMI enzyme, coupled fluorescence intensity; higher % means a stronger effect | one-dose inhibition, % at 20 µM; IC50 in µM for titrated hits | hit rate 0.42% among 190,000;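 further: plate controls were DMSO vehicle for no effect and wells lacking substrate for full effect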
WT yeast gro inh mutant strain = further read-out of WT yeast gro inh, marked with its call; inhibition, %; mitochondrial fusion phenotypic screen, mutant strain inhibition
Myeloid diff MLP GFP+ MAC1+ % = also measured in Myeloid diff MLP; calls as there; GFP+ MAC1+ double positive, %; measured here: differentiation confirmed by MAC1 staining
An asterisk follows results filed as active; i = inactive; ? = inconclusive; / = not tested or not shown; + = active, no number. Unless noted, no stated cut-off is given here; in the data, active means inhibition above about 50%; inactive means the rest.

compound,RSV antiviral HEp-2,PMI inhibition,Myeloid diff MLP,Myeloid diff MLP GFP+ MAC1+ %,XIAP displacement,WT yeast gro inh,WT yeast gro inh mutant strain,PhoP inhibition,TNAP activation fold,SIAH1 antagonists,human PMI inhibition
Cc1cc(NC(=O)c2ccccc2)ccc1NC(=O)c1ccccc1Cl,0.8%,/,i,0.3,/,/,/,2.2%,/,2.1%,/
CC(C)c1ccccc1NC(=O)COC(=O)CNC(=O)c1ccc(Br)cc1,0.5%,4.8%,i,0.9,-1.4%,2.2,-19.6,9.8%,1.1,3.8%,16.8%
CCOC(=O)C1=C(N)Oc2ccc3ccccc3c2C1c1cccnc1 (stereo not given),1.3%,7.7%,i,0.4,-3.7%,5.5,-10.2,1.1%,1,-9.6%,8.7%
Cc1cc(C)c(NC(=O)/C=C\C(=O)O)c(Cl)c1,4.4%,-22.8%,i,0.3,-3.3%,-9.6,-6.5,5.4%,1.1,4.6%,-12.4%
Cc1ccc2cc(-c3noc(C4CCCO4)n3)c(=O)[nH]c2c1 (stereo not given),0.8%,-5.5%,i,1.1,1.2%,14.6,7.7,2.0%,1.1,1.3%,-2.7%
O=C(NC1CCCC1)C(c1ccco1)N(Cc1ccccc1)C(=O)c1csnn1 (stereo not given),-1.0%,5.8%,i,1.0,-2.0%,0.1,-10.4,-3.9%,1.2,-4.0%,7.3%
CCc1cc2c(N3CCN(C(=O)c4ccco4)CC3)ncnc2s1,20.9%,8.0%,i,0.3,-3.3%,8.5,4.2,/,1.1,4.8%,6.6%
COc1cc(OC)cc(C(=O)N2CCN(C(=O)c3cccc(F)c3)CC2)c1,2.7%,4.8%,i,2.4,-11.8%,-6.5,-11.4,-8.3%,1.1,-0.7%,12.3%
Cc1cccc(Cn2nc(-n3cccc3)c3c(C)cc(C)nc32)c1,1.1%,6.3%,i,0.3,-12.6%,61.9*,11.2*,-1.1%,1.1,-2.2%,7.2%
CCOc1ccc(CNn2cnnc2)cc1,0.6%,/,i,0.8,/,/,/,8.2%,/,2.9%,/
O=C(CCCN=C1NS(=O)(=O)c2ccccc21)OCC(=O)N1CCc2ccccc21,3.3%,-7.1%,i,0.6,-5.7%,22.4,16.4,-2.2%,1,-2.4%,-4.8%
OC(CN1CCCCC1)CN1CCCCC1,8.1%,-2.2%,i,0.6,-6.6%,-7.1,9.3,7.7%,1,-0.6%,-5.6%

compound,RSV antiviral HEp-2,PMI inhibition,Myeloid diff MLP,Myeloid diff MLP GFP+ MAC1+ %,XIAP displacement,WT yeast gro inh,WT yeast gro inh mutant strain,PhoP inhibition,TNAP activation fold,SIAH1 antagonists,human PMI inhibition
C/C=C(\C)CN1CCN(c2ccc(C)cc2)CC1,2.3%,-12.7%,i,0.6,-7.9%,-6.5,4.3,0.1%,1.2,2.0%,-5.2%
Cc1oc2cc3oc(=O)ccc3cc2c1C,?,/,i,0.4,/,/,/,-2.9%,/,3.9%,/
Nc1c2c(nc3sc4c(c13)CCCC4)-c1ccccc1CC2,38.1%,/,i,0.5,/,/,/,-10.8%,/,5.7%,/
O=C(CP(=O)(c1ccccc1)c1ccccc1)N1CCCCC1,1.4%,-4.6%,i,0.7,-6.3%,-9.1,-7.5,12.6%,1.1,-0.4%,-3.4%
Cc1cccc(-c2nnn(C/C(N)=N/O)n2)c1,2.3%,/,i,0.7,-1.5%,-14.3,-14.8,8.1%,1.1,8.3%,/
Cc1ccc(OCC(=O)Nc2ccc(S(=O)(=O)N(C)C3CCN(C)CC3)cc2)c(C)c1,0.8%,/,i,1.1,/,/,/,2.9%,/,-3.0%,/
Cc1cc(C(=O)Nc2nnc(C3CCCCC3)s2)cs1,1.0%,-6.3%,i,4.8,0.4%,15.9,13.0,10.0%,1.1,-5.8%,-3.3%
O=C(CCc1nnc2ccc(NCc3ccco3)nn12)N1CCCCC1,0.7%,/,+,3.0*,/,/,/,-9.0%,/,8.4%,/
CCn1c(=O)cc(OCC(=O)NC2CCCCC2)c2ccccc21,2.5%,4.5%,i,1.7,-14.0%,22.9,16.0,6.9%,1.1,-4.2%,-1.1%
Cc1ccc(CNC(=O)c2ccc(N3CCCC3=O)cc2)cc1,1.4%,7.0%,i,3.9,-6.5%,8.1,9.6,-0.5%,1.1,4.7%,8.5%
Cc1nn2c(Nc3ccc(F)cc3)c3c(nc2c1-c1ccccc1)CCC3,1.0%,10.1%,i,0.3,1.5%,12.6,6.0,-6.8%,1.1,-8.6%,2.4%
Cc1cc(/C=C2/NC(=O)NC2=O)c(C)n1-c1ccncc1,19.7%,-0.8%,i,0.4,-5.2%,-13.2,12.8,-1.8%,0.9,-4.4%,-10.1%

compound,RSV antiviral HEp-2,PMI inhibition,Myeloid diff MLP,Myeloid diff MLP GFP+ MAC1+ %,XIAP displacement,WT yeast gro inh,WT yeast gro inh mutant strain,PhoP inhibition,TNAP activation fold,SIAH1 antagonists,human PMI inhibition
COc1ccc(/C=N/n2c(C)nnc2C)c(OC)c1,1.0%,2.6%,i,0.4,-5.2%,-11.9,-18.4,2.8%,1.1,-2.2%,3.6%
O=S(=O)(NC1CCCCC1Nc1ccccc1)c1ccccc1 (stereo not given),-0.1%,3.4%,i,0.5,-2.1%,0.1,11.4,1.7%,1.2,-1.1%,18.0%
COc1ccnc(Oc2ccccc2)c1C(=O)N/C=N/OCc1ccccc1,-1.9%,-2.5%,i,0.1,-2.5%,-2.5,5.2,-2.9%,1.1,4.8%,4.2%
O=C(Nc1cccc(Cl)c1)c1ccc(=O)[nH]n1,15.3%,/,i,0.5,/,/,/,0.4%,/,0.3%,/
COC(=O)c1sccc1NC(=O)CN1CCN(c2ccc(F)cc2)CC1,36.0%,-0.8%,i,0.6,-0.6%,15.5,-0.3,-2.2%,0.9,0.5%,-3.8%
COc1ccc(C)cc1S(=O)(=O)N1CCCC(C(=O)NCc2ccccn2)C1 (stereo not given),0.6%,/,i,0.8,/,/,/,-5.8%,/,4.7%,/
CCOC(=O)C1=C(N)OC2=C(C(=O)CC(C)(C)C2)C1c1cc(CSc2nnnn2C)cs1 (stereo not given),0.4%,-1.1%,i,0.3,-5.0%,-1.6,3.8,-5.0%,1,-2.6%,-1.1%
Cc1ccc(C(=O)N2CCN(CCNC(=O)C(=O)NC(C)C)CC2)cc1,-0.1%,-10.4%,i,0.6,-5.6%,-10.7,1.9,/,1.1,-4.0%,-5.1%
Cn1c(=O)c2c(ncn2CCOc2cccc(Br)c2)n(C)c1=O,7.6%,/,i,0.4,/,/,/,-1.7%,/,1.8%,/
Cc1ccc(C(=O)CSc2nc(C)cc(C)c2C(N)=O)cc1,-0.9%,5.8%,i,5.7,-0.5%,-7.5,-4.7,6.2%,0.9,0.3%,6.9%
COc1ccc(CCNC(=O)COC(=O)/C=C/c2ccc(OC)c(OC)c2)cc1,0.5%,-1.5%,i,0.1,3.4%,-2.3,-1.3,-1.2%,1.2,9.9%,6.2%
Cc1cccc(C(=O)NNC(=O)c2ccccc2[N+](=O)[O-])c1,1.4%,/,i,0.5,/,/,/,0.4%,/,6.4%,/

Just TNAP activation fold and Myeloid diff MLP, for 3 of the compounds above:
Structure,TNAP activation fold,Myeloid diff MLP
O=C(NC1CCCC1)C(c1ccco1)N(Cc1ccccc1)C(=O)c1csnn1 (stereo not given),1.2,i
CC(C)c1ccccc1NC(=O)COC(=O)CNC(=O)c1ccc(Br)cc1,1.1,i
Cn1c(=O)c2c(ncn2CCOc2cccc(Br)c2)n(C)c1=O,/,i

Remaining list, next part.
Sequence of screens: RSV antiviral HEp-2	PMI inhibition	Myeloid diff MLP	Myeloid diff MLP GFP+ MAC1+ %	XIAP displacement	WT yeast gro inh	WT yeast gro inh mutant strain	PhoP inhibition	TNAP activation fold	SIAH1 antagonists	human PMI inhibition
- CC1=Nc2ccc(Br)cc2C(c2ccccc2)N1CC(=O)NN (stereo not given)
    -1.5%	9.2%	i	0.1	-6.2%	8.4	4.2	1.2%	1	-0.3%	0.1%
- O=C(CCC(=O)c1ccc[nH]1)c1ccc(Cl)cc1
    0.4%	1.9%	i	0.9	-5.0%	-5.2	-6.0	9.2%	1	2.6%	-13.5%
- Cc1cccc(C(C)C)c1NC(=O)c1cc2ccccc2o1
    3.6%	/	i	1.4	/	/	/	-5.3%	/	-2.3%	/
- COC(=O)N/N=C/c1cn(CCOc2cccc(OC)c2)c2ccccc12
    0.4%	/	i	0.6	/	/	/	1.7%	/	-0.6%	/
- COc1ccccc1-c1nc(SCC(=O)Nc2ccccc2)n[nH]1
    2.4%	/	i	1.2	/	/	/	-10.8%	/	3.0%	/
- O=C(Nc1ccc(NC(=O)C2CC2)cc1)c1cccs1
    2.3%	/	i	0.0	/	/	/	-2.7%	/	-1.0%	/
- COc1ccc(Cl)c(OC)c1C(=O)NC(=O)Nc1nc(C)nc(C)n1
    0.2%	/	i	1.2	/	/	/	0.8%	/	-4.2%	/
- CCOC(=O)N1CCC(c2cc(=O)n3[nH]c(-c4ccccc4)cc3n2)CC1
    2.8%	7.0%	i	2.2	0.1%	5.7	3.5	11.1%	0.9	-1.0%	6.3%
- O=c1c2c(-c3cccs3)csc2[nH]c(=S)n1-c1ccccc1
    4.9%	9.6%	i	1.0	0.7%	-6.4	4.0	-1.6%	1.1	-2.9%	7.3%
- C/C(=N\OCC(=O)Nc1cc(C)cc(C)c1)c1ccc2c(c1)OCCO2
    3.1%	0.8%	i	0.7	-6.6%	-3.4	-23.9	7.4%	1.1	0.4%	8.1%
- COc1ccc(C2CC(C(F)(F)F)n3nc(C(=O)Nc4c(C)n(C)n(-c5ccccc5)c4=O)c(Cl)c3N2)cc1 (stereo not given)
    1.8%	-6.4%	/	/	-1.9%	-6.2	-25.3	-0.6%	1.1	1.9%	-7.5%
- COc1nc(OC/C(N)=N/O)nc(N2CCOCC2)n1
    0.5%	12.1%	i	1.6	-3.3%	21.0	-16.6	7.5%	1.1	0.2%	24.4%
- COc1ccc(CNC(=O)Cn2cc([N+](=O)[O-])nc2C)cc1
    1.4%	-0.3%	i	1.1	-4.6%	4.9	4.3	-5.4%	1.1	0.7%	1.3%

High-throughput results: PubChem, several laboratories
